Screens as filed in PubChem.
GRK2 aptamer HTS: blocks RNA aptamer binding to human GRK2; 0.59% of 330,000 active; bead flow cytometry, FAM-aptamer displacement from GRK2; inhibition of aptamer binding, % at 10 µM;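 active means inhibition of aptamer binding above 40%, roughly 3 SD of noise, on plates passing a quality check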;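 further: median bead fluorescence of bound FAM aptamer so fluorescent compounds give negative values; no value below 0 was filed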
VLA-4 inh: inhibition in a human VLA-4 binding assay; VLA-4 expressing cells, ligand binding flow cytometry; inhibition, % (about 7 µM as worked out from the volumes in the protocol); 0.2% of 330,000 active; AID 2557; in the data active means inhibition above about 50%
AGP1-GFP MLPCN: modulators of TOR pathway AGP1-GFP in S. cerevisiae; S. cerevisiae AGP1-GFP multiplex flow cytometry, 3 h; GFP as percent of DMSO wells; GFP response vs DMSO, % at 10 µM; 0.02% of 320,000 active;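 active means GFP response relative to DMSO above a set limit, near screen average plus 3 SD, cut at about 150% in these data; inconclusive means fewer than 70 cells counted for the yeast strain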;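 further: median GFP channel fluorescence of the gated AGP1 strain per well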
MEX-5 binding: C. elegans MEX-5 TCR-2 RNA binding activity | activity score (negative = inhibition of binding), % at 10 µM | 0.38% of 300,000 active | AID 1832 | MEX-5/FITC-TCR2 RNA binding, fluorescence polarization; hits give low values | Q9XUB2;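 active means inhibition past about -25% in most replicates, and total fluorescence under double the plate's negative control median, limit read from the data; inconclusive means replicates evenly split on the limit, or fluorescence at least double controls; inactive means too little inhibition in most replicates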;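 further: 0% = DMSO and -100% = 5 µM competing unlabeled TCR2 RNA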
Target sequence (Q9XUB2 whole entry, looked up): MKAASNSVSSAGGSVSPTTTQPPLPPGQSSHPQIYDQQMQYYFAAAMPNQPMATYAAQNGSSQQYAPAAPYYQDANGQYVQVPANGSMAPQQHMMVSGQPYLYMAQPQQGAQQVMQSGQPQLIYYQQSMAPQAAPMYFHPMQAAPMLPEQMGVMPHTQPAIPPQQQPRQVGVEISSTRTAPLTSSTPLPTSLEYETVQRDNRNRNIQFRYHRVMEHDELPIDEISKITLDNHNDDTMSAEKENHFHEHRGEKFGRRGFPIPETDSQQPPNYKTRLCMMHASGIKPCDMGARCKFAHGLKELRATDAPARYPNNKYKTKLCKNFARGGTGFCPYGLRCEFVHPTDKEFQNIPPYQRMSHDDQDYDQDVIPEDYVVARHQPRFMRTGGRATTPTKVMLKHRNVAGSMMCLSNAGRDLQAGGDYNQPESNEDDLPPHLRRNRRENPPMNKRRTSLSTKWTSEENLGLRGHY
MCL1 BIM primary: inhibitors of human MCL1 binding to BIM-BH3 peptide; Q07820; GST-MCL1 / FITC-Bim-BH3 fluorescence polarization; 0.68% of 320,000 active; inhibition, % at 10.9 µM; AID 2057;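 active means inhibition above the mean inhibition of all tested compounds plus 3 SD, set per campaign, cut at about 40% in these data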;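 further: 0% = DMSO wells and 100% = unlabeled Bim-BH3 peptide control; higher means more loss of mP so more displacement of Bim peptide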
Target sequence (Q07820 whole entry, looked up): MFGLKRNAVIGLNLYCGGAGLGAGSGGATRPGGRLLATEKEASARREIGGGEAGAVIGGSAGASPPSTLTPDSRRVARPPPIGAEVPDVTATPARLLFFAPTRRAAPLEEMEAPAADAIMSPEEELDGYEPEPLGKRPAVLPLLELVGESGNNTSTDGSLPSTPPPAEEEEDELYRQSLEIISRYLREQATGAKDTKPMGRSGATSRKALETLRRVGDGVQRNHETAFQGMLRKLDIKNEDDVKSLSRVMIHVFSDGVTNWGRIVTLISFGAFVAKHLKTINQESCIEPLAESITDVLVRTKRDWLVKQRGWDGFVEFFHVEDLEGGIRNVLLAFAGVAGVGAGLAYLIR
BCLXL inh: inhibitors of human Bcl-xL; 0.7% of 320,000 active; inhibition, % at 10.9 µM; Q07817; GST-Bcl-xL / FITC-Bim BH3 peptide fluorescence polarization;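 active means inhibition above the mean of all tested compounds plus 3 SD, cutoff set per campaign, cut at about 30% in these data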;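 further: 0% = DMSO wells and 100% = unlabeled Bim-BH3 peptide competitor; inhibitors lower millipolarization by displacing the labeled peptide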
Target sequence (Q07817 whole entry, looked up): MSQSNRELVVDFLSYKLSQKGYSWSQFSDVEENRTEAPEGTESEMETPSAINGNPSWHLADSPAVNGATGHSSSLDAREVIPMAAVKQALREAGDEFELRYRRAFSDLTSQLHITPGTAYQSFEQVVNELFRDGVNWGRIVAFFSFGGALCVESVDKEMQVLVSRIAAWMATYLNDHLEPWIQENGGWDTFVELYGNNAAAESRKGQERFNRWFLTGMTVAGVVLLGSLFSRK
Fam108B inh: blocks mouse Fam108B hydrolase in RBBP9 counter-screen. inhibition, % at 9.51 µM. 0.33% of 300,000 active. recombinant Fam108B, FP-Rh probe fluorescence polarization;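 active means inhibition above the screen mean inhibition plus 3 SD, computed separately per campaign, cut at about 18% in these data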;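 further: inhibitors lower polarization as less probe binds the enzyme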
CIT2 TOR yeast: alters CIT2-GFP fluorescence in TOR pathway yeast screen; S. cerevisiae CIT2-GFP strain, flow cytometry, 3 h; 100 means same as DMSO wells; 0.065% of 320,000 active; GFP response vs DMSO, % at 10 µM;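 active means GFP response relative to DMSO above a set limit, near the screen mean plus 3 SD, cut at about 150% in these data; inconclusive means Fewer than 70 cells measured for a yeast strain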;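 further: ratio of well median GFP fluorescence to mean of DMSO wells on the plate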
GLD-1 RNA inh: GLD-1-TGE RNA interaction inhibition (C. elegans). Q17339. purified GLD-1 + fluorescein TGE RNA, fluorescence polarization. inhibition, % at 5.96 µM. 0.44% of 320,000 active;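 active means percent inhibition above a per-plate cutoff, the plate mean of test compounds plus 3 SD, cut at about 30% in these data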;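 further: 0% = DMSO wells with GLD-1 and probe and 100% = wells lacking GLD-1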
Starred values were filed as active, the others as inactive; ? = inconclusive; . = no result given; [ ] = dose if it differs, or a comment.

SMILES	GRK2 aptamer HTS	VLA-4 inh	AGP1-GFP MLPCN	MEX-5 binding	MCL1 BIM primary	BCLXL inh	Fam108B inh	CIT2 TOR yeast	GLD-1 RNA inh
CC(Sc1nnc(C2CC2)n1C1CC1)C(=O)N(C)Cc1cccc(F)c1 (stereo unspecified)	2	1	101	.	1	4	.	98	2
O=C(Nc1ccccn1)c1ccc2c(=O)n3c(nc2c1)CCCCC3	6	6	92	.	3	7	.	94	5
CC(=O)Nc1ccc(S(=O)(=O)N=S(C)C)cc1	0	9	101	-0.3	-3	3	-6	100	2
O=c1[nH]c(SCc2ccccc2)nnc1-c1ccccc1	80*	2	103	-0.2	0	-1	0	103	-2
O=C(COc1ccc(S(=O)(=O)N2CCCC2)cc1)NCCC1=CCCCC1	2	-5	84	0.0	6	7	3	78	5
CCC1(CC)C(=O)C2=C3C1[C@H](C(=O)OC)C=C(C(=O)OC)C[C@H]3[C@H]1C(=O)NC(=O)[C@H]1[C@H]2C (stereo partly specified)	0	-6	93	2.5	3	7	-2	95	-3
O=C(C[n+]1ccccc1)N/N=C/c1ccco1	2	-2	96	0.6	-5	1	-4	97	-6
S=C(Nc1ccc2c(c1)OCCO2)Nc1ccc2c(c1)OCO2	6	-4	100	-1.5	6	8	4	91	-2
Cc1cc(C)c(S(=O)(=O)N2CCN(C(=O)N(C)C)CC2)c(C)c1	0	11	95	-0.5	-7	2	0	91	-8
CNC(=S)N1C2CCC1CC(NC(=O)NC13CC4CC(CC(C4)C1)C3)C2 (stereo unspecified)	0	1	93	-0.4	9	4	1	99	-2
COc1cc(OC)cc(C(=O)Nc2ccccc2C(=O)NCc2cccnc2)c1	3	3	106	-0.2	4	5	-6	108	3
CCC(C)c1ccccc1OCCn1ccnc1 (stereo unspecified)	5	-5	98	1.3	0	3	4	97	-1
COc1ccc(N2CCN(C(=O)c3cc(C)on3)CC2)cc1	1	-1	102	-0.9	7	2	1	100	9
CC(C)COc1ccc(C(=O)OCC(=O)NCc2cccs2)cc1	26	5	106	.	.	.	.	108	2
CC(C)NS(=O)(=O)c1ccc2c(c1)NCC2	0	9	92	-3.3	5	1	3	95	6
O=C(N/N=C/c1ccc(OCc2ccc(F)cc2)cc1)c1ccccc1	0	4	97	-0.8	-5	0	2	96	0
CC1(C)CNC(=O)CC(C)(C)N1	3	-6	13[may fluoresce violet]	3.3	11	7	0	?	0
COc1ccccc1/C=C\C=N\n1c(-c2ccc(Cl)cc2)n[nH]c1=S	0	3	104	0.9	-13	-16	2	107	6
O=C(CSc1ccccc1)N1CCCC(Nc2ccccc2)C1 (stereo unspecified)	1	2	103	0.2	-5	7	2	102	-4
Cc1cnc(C(=O)OC(C(=O)Nc2cc(C(F)(F)F)ccc2Cl)c2ccccc2)cn1 (stereo unspecified)	2	-1	92	3.6	4	7	2	99	5
Cc1cc(C)cc(C(=O)NCCn2cc(SCC(=O)N3CCOCC3)c3ccccc32)c1	5	-17	90	-1.4	6	5	-2	100	-5
[O-][n+]1c2c(nn1-c1ccccc1Cl)-c1nonc1CC2	2	12	101	0.2	3	6	-2	92	5
O=C(O)c1cc(S(=O)(=O)N2CCN(C(=O)c3ccco3)CC2)c(Cl)cc1Cl	1	5	96	-0.4	4	5	-6	98	-1
CNc1nc(OCC(F)(F)F)nc(OCC(F)(F)F)n1	0	2	99	0.2	1	4	-1	95	4
COc1cccc(C2CC(c3ccc(C)cc3)n3ncnc3N2)c1 (stereo unspecified)	0	9	114	0.1	5	5	-2	104	10
O=C(c1ccco1)N1N=C(c2ccc(Br)cc2)CC1(O)C(F)(F)F (stereo unspecified)	0	3	99	-0.5	4	0	-6	101	2
CCOC(=O)C1CCN(C(=O)Nc2ccc3nccnc3c2)CC1	2	-2	102	-2.1	3	8	-2	111	-1
C[C@@H]1CN([C@H](C)CO)C(=O)Cc2cc(NS(=O)(=O)c3cn(C)cn3)ccc2O[C@H]1CN(C)S(=O)(=O)c1ccc(Cl)cc1	4	27	105	.	.	.	.	93	0
O=C(CCCC(=O)N(CC(=O)NC1CCCC1)Cc1ccc2c(c1)OCO2)Nc1ccccn1	0	4	102	0.7	-1	3	3	99	-13
Cc1ccccc1Nc1nc(N)nc(CSc2nnc(-c3ccccc3)n2C)n1	2	-8	92	0.0	2	6	5	93	-7
O=C(NC1CCCCC1)c1ccccc1C(F)(F)F	1	3	98	0.7	-1	5	-1	91	-7
CCOC(=O)c1c(C2CC2)csc1NC(=O)COC(=O)c1ccc[n+]([O-])c1	0	16	100	-4.9	-7	3	2	99	-2
Cn1cccc1C(=O)NC(=O)COC(=O)CNC(=O)CNC(=O)c1ccc(Cl)cc1Cl	0	2	106	-4.9	18	21	-2	96	1
COc1cc(/C=C2\SC(=O)N(c3ccc(O)cc3)C2=O)cc(OC)c1OC	0	8	100	-1.0	3	7	2	98	-2
CC(=O)c1ccc(NC(=O)C(C)OC(=O)C2CCN(c3ccc(C(F)(F)F)cn3)CC2)cc1 (stereo unspecified)	0	-12	108	-2.1	-23	-19	-5	97	0
CCC1CCCCN1CCCNC(=O)c1cn(C)c2ccc(S(=O)(=O)N(C)C3CCCCC3)cc2c1=O (stereo unspecified)	0	3	89	0.0	5	3	1	86	-5
CCN1CCN(c2nnc(-c3ccccc3)c3ccccc23)CC1	0	8	96	0.3	5	11	-2	100	-3
CN(CCCOc1ccccc1F)Cc1ccccc1	0	3	100	-1.7	2	1	-1	108	-6
NCCCCC(N)c1cn([C@@H](CCC(=O)O)C(=O)N2CCNCC2)nn1 (stereo partly specified)	0	23	96	.	6	12	3	110	-2
CCOc1ccc(C(=O)COC(=O)Cc2n[nH]c(=O)c3ccccc23)cc1	0	-1	101	0.4	1	2	-1	103	0
COc1ccccc1CC(=O)NNC(=O)c1ccc(C(C)(C)C)cc1	0	18	90	0.3	.	.	.	105	.
COc1ccccc1CNC(=O)Cn1c(=O)oc2cc(S(=O)(=O)N3CCCC3)ccc21	0	24	102	1.7	-4	2	-1	102	5
O=C(CSc1ccccc1)N1CCCC(N2CCN(c3ccc(F)cc3)CC2)C1 (stereo unspecified)	1	2	16[may fluoresce violet]	1.4	1	4	2	?	1
CS(=O)(=O)Nc1ccccc1C(=O)OCC(=O)N1CCC(c2ccccc2)=N1	0	0	98	.	-5	0	.	99	0
O=C(NCCc1ccc2c(c1)OCCO2)c1ccccn1	3	-6	97	0.4	-16	-1	2	104	3
CC12CN3CC(C)(CN(C1)C3c1ccc(Br)cc1)C2=O (stereo unspecified)	0	7	101	1.5	8	4	4	94	6
Cc1ccc(C(=O)N(CCC2=CCCCC2)c2c(N)n(Cc3ccccc3)c(=O)[nH]c2=O)o1	2	19	101	5.9	-6	1	-1	90	4
O=C(NCC1CCCO1)C1CC(c2ccc(Cl)c(Cl)c2)=NO1 (stereo unspecified)	1	4	94	-3.0	9	5	-3	88	11
COc1ccc(NC(=O)NCCCN2CCC(Cc3ccccc3)CC2)cc1	0	-4	101	1.2	5	-1	2	107	0
CN1C(=O)/C(=C\c2ccco2)N=C1c1ccc(Cl)cc1Cl	0	26	104	1.0	-2	2	0	95	2
(list continues)
SMILES	GRK2 aptamer HTS	VLA-4 inh	AGP1-GFP MLPCN	MEX-5 binding	MCL1 BIM primary	BCLXL inh	Fam108B inh	CIT2 TOR yeast	GLD-1 RNA inh
COc1ccc(Cl)cc1NC(=S)N1CCN(c2ccccn2)CC1	6	-7	94	-1.1	9	3	2	98	1
O=C(N/N=C/c1cccc2nccnc12)c1ccncc1	0	-5	.	-8.9	9	4	-2	.	1
CC1(N2CCCCC2)C(=O)c2ccccc2C1=O	0	-2	99	-0.3	10	6	-2	105	-7
COc1ccc(Cl)cc1NC(=O)CN(C)Cc1ccc(OC)c(OC)c1	0	-1	104	-2.2	2	5	-2	95	2
Cc1ccc(S(=O)(=O)Nc2ccc(Cl)cc2C(=O)c2ccc(F)cc2)cc1	0	-5	104	0.4	3	7	6	107	2
Cn1c(=O)[nH]c(=O)c2c1nc(N1CCNCC1)n2Cc1ccccc1Cl	4	18	102	2.5	-2	-4	2	105	-4
Cc1cc(C)c(C)c(S(=O)(=O)N2CCN(C(=O)CCC(=O)N3CCOCC3)CC2)c1C	1	5	110	-1.0	0	5	-6	103	3
Cc1ccsc1/C=C(/C#N)C(=O)NCc1ccccc1	0	0	103	1.4	7	9	-1	89	-3
O=C(COC(=O)C1=COCCO1)Nc1ccc(OC(F)F)cc1	0	5	91	-0.4	9	6	-4	92	3
COCC(=O)Oc1c(S(=O)(=O)c2ccc(C)cc2)c(C)nn1-c1ccccc1	7	19	98	-0.9	3	14	2	92	6
O=C(N/N=C/c1cnc(N2CCCCC2)s1)c1ccc(Cl)cc1	28	-5	107	-0.7	1	3	-1	94	5
CC1Cc2nc(SCC(=O)Nc3ccccc3F)n(C)c(=O)c2S1 (stereo unspecified)	0	-9	98	-0.9	6	10	5	99	6
Cc1cccc(CCNC(=O)Cc2ccc(NC3=NC4CS(=O)(=O)CC4S3)cc2)c1 (stereo unspecified)	0	37	106	-0.8	6	2	-1	101	1
COC(=O)CNC(=O)c1cccc(F)c1	0	-2	104	3.0	-2	-2	-4	111	-5
O=C(CC(c1ccccc1)c1ccccc1)OCn1nnc2ccccc2c1=O	0	-16	96	-5.3	-8	-4	-2	101	10
CN(C)S(=O)(=O)c1ccc(Cl)c(NC(=O)COC(=O)CC(NC(N)=O)c2ccc(Cl)cc2)c1 (stereo unspecified)	0	-8	107	0.4	1	-6	4	79	-2
O=C(Nc1cccc(Cl)c1)c1nc[nH]c1C(=O)N1CCN(c2ccccc2)CC1	0	23	101	.	3	-3	.	100	4
NC(=S)c1cc2cc(Cl)ccc2oc1=O	1	1	97	0.6	17	9	6	90	3
CCc1nn(CC(=O)NCCCN2CCc3ccccc3C2)c(=O)c2cc3sccc3n12	0	-7	102	1.7	2	7	-1	99	4
CCC1CCCCN1CCCNC(=O)Cn1c2ccccc2c2nc(=O)cc(C)n21 (stereo unspecified)	0	0	107	-1.6	4	6	-1	108	-1
Cc1nn(-c2ccccc2)c(C)c1C(=O)OC(C)C(=O)NC1CCCCC1 (stereo unspecified)	0	5	116	.	.	.	.	117	-1
COCCNC(=O)C(c1ccc(Cl)cc1)N(CCOC)C(=O)CCC(=O)Nc1ccccn1 (stereo unspecified)	0	-9	100	1.2	2	9	0	97	0
CCOC(=O)c1sc(NC(=O)c2ccc3ncsc3c2)nc1C	0	7	108	-2.3	2	1	-2	103	12
Cc1cccc(NCc2nnc(-c3ccccc3)o2)c1C	0	-5	93	0.0	-7	1	2	83	1
O=C(Nc1ccc2c(c1)OCCO2)C1CCN(C(=O)c2ccc(Br)cc2)CC1	0	-6	101	-0.8	5	4	-3	97	-2
Cc1cc(C)cc(NC(=O)CCc2ccc(C)o2)c1	1	1	89	0.8	2	2	1	88	5
CCOc1ccc(-c2nc(C#N)c(N3CCN(Cc4ccccc4)CC3)o2)cc1	2	19	98	-0.5	4	3	0	90	8
O=C(O)c1cccc(S(=O)(=O)NNc2ccccc2C(F)(F)F)c1	3	6	96	3.2	27	6	4	95	2
O=C(COc1ccccc1)Nc1nc2cc3c(cc2s1)OCCO3	0	-23	97	-0.4	-13	-6	-4	92	-1
